NPYLR7 ag = activates Aedes aegypti NPYLR7 receptor | HEK293T NPYLR7/Galpha15, GCaMP6s calcium fluorescence | activation, % at 10 µM | 270,000 compounds, 0.15% hits | AID 1259423; in the data active means activation above about 40%;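 further: 0% = vehicle and 100% = reference agonist at the receptor; some compounds past the cut are filed as inactive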
hcGAS lum = human cGAS inhibition; Q8N884; recombinant h-cGAS, ATP depletion, Kinase-Glo luminescence; inhibition, % at 12.5 µM; 290,000 compounds, 0.081% hits; AID 1259398;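 further: 0% = vehicle reaction and 100% = reaction without DNA for no activity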
Target sequence (Q8N884 whole entry, looked up): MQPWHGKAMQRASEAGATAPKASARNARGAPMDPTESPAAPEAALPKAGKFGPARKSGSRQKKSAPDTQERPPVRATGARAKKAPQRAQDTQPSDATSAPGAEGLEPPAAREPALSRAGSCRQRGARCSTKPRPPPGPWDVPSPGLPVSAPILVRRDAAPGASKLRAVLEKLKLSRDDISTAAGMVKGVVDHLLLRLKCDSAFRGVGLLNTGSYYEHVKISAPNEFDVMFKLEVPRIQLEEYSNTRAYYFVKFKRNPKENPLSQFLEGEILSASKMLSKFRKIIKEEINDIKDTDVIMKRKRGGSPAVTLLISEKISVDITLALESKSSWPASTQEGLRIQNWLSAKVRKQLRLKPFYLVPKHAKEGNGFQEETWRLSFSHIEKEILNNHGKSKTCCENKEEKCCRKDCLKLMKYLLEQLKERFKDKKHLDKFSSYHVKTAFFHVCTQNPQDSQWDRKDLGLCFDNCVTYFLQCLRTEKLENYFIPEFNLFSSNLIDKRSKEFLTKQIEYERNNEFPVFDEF
mcGAS lum = blocks mouse cGAS activity. recombinant cGAS, Kinase-Glo ATP depletion luminescence. inhibition, % at 12.5 µM. 160,000 compounds, 0.15% hits. AID 1259399;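 further: 0% = negative control wells and 100% = reference inhibitor with no enzyme activity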
Active calls of the source: *; · = no result given; & = joins results of further samples. Unless noted, no stated cut-off is given here; in the data, active means inhibition above about 40%; inactive means the rest.

SMILES	NPYLR7 ag	hcGAS lum	mcGAS lum
Cc1ccccc1CN1CCN(Cc2nc3scc(-c4ccccc4Cl)c3c(=O)[nH]2)CC1	7	-6	·
CCOc1ccc(-c2cccc(NS(=O)(=O)c3ccc(C)c(C)c3)c2)nn1	-1	2	0
CCc1nccc(-c2nccn2-c2ccc(OC)nc2OC)n1	13	-8	-19
CCN1CCN(C(c2cccc(OC)c2)C2Sc3nc(-c4ccco4)nn3C2=O)CC1 (stereo unspecified)	2	-7	-7
CC12CCC(c3c1nc1ccccc1[n+]3[O-])C2(C)C (stereo unspecified)	6	-12	·
Cc1ccc(C(N)=O)c(Oc2ccccc2CN(C)C)n1	7	-8	·
COc1ccccc1C1c2cccn2CCCN1Cc1ccccc1[N+](=O)[O-] (stereo unspecified)	7	81*	-5
O=C1CCN(C(=O)c2nn(CCc3ccccc3)c3c2CN(C(=O)Cc2cccs2)CC3)CCN1	21	-17	-9
CCCC(Sc1nnc(-c2ccc(OC)cc2)n1-c1ccc(Cl)c(Cl)c1)C(=O)OCC (stereo unspecified)	·	-6	-7
c1cncc(-c2nnc3sc4ccccc4n23)c1	20	-9	·
COc1ccc(CCNS(=O)(=O)c2cn(C)c(=O)n(C)c2=O)cc1	-1	-6	-9
CC(C)N(Cc1csc(COc2cccc(Cl)c2)n1)C(=O)c1cccc(Br)c1	-1	-6	-8
C=CCN1CC(C(=O)N2CCC(Cc3ccc(OC)cc3)(C(=O)OCC)CC2)CC1=O (stereo unspecified)	21	-9	·
O=C(CC(NCCC1=CCCCC1)C(=O)O)Nc1ccc(Cl)c(Cl)c1 (stereo unspecified)	0	-5	·
CN(C)c1ccc(-c2n[nH]c3ccnc(-c4ccco4)c23)cc1	-4	-2	-2
CCOc1cccc2cc(C(=O)NC(C)=O)c(=Nc3ccc(F)cc3)oc12	-6	-1	-2
CC(C)(C)c1cc(C(c2cccs2)N2CCOCC2)cc(C(C)(C)C)c1O (stereo unspecified)	-1	-2	·
Cc1ccc2cc(CCNC(=O)c3ccc4ccccc4c3)c(=O)[nH]c2c1	0	-7	-8
COc1ccccc1OCCCn1c2ccccc2c2nc3ccccc3nc21	5	-7	·
Cn1cc(CC(=O)N2CCCC(O)(CO)CC2)c2ccccc21 (stereo unspecified)	0	-6	-10
CC(C)(C)c1ccc(S(=O)(=O)N2CCC3(CC2)SCCN3C(=O)c2ccccc2)cc1	-5	-8	-5
COc1cccc(-c2cccc(NC(=O)C3CCN(C4CCSCC4)CC3)c2)c1	21&12	-4&-10	·
CCCn1nccc1C(=O)N1CCC2(CCNCC2)CC1	8	-8	·
O=C(NCc1cccnc1Oc1ccccc1)c1cc(-c2ccncc2)n[nH]1	·	-4	-16
Cc1cccnc1NC(=O)N1CC2CC3CC(C2)CC1C3	-14	8	·
CC1CC(C(=O)OCc2ccc(Cl)s2)c2ccccc2N1 (stereo unspecified)	-1	-3	-10
CCOP(=O)(Cc1ccc(NC(=O)C2CCN(C(=O)OC(C)(C)C)CC2)cc1)OCC	-6	0	1
COC(=O)c1ccc2c(c1)C(=O)/C(=C/c1cn(-c3ccccc3)nc1-c1ccc3c(c1)OCCO3)O2	-5	5	·
C=CCOCC(O)CN1CCC(=O)N(C2CC2)Cc2cc(F)ccc21 (stereo unspecified)	3	-1	-3
Cc1ccc(C(=O)CCC(=O)NCCC(=O)N2CCCC2)s1	6	-2	-4
Cc1c(C(=O)NCc2ccc3c(c2)OCCO3)sc(=O)n1Cc1ccc(S(=O)(=O)N(C)C)cc1	14	-6	·
COc1ccc(-c2nc3ccc(C)cn3c2NC(=O)C(C)C)cc1OC	-7	-2	-2
Cc1nc(N2CC(C)CC(C)C2)nc2c1C(=O)CC(C)C2 (stereo unspecified)	2	-2	-7
COC[C@@H]1CCCN1C(=O)c1cc(CC(C)C)on1	3	-7	·
COc1ccc(C(=O)N2CCN(c3nc(C(C)C)nc4sc5c(c34)CCCCC5)CC2)c(OC)c1	-1	-12	-7
CNC(=O)c1nnc2n1CCN(C(=O)c1cccc(C)c1)C2	7	-8	·
COCC(=O)N1CCN(C(C(=O)Nc2ccc(OC)cc2)C2CCCC2)CC1 (stereo unspecified)	-4	-6	-4
N#CCCN(Cc1ccccc1)C(=O)CSc1ccc(C(F)(F)F)cn1	8	-2	-3
NC(=O)c1c(NC(=O)C2CC3C=CC2C3)sc2c1CCCC2 (stereo unspecified)	4	-1	·
CNc1nn(CC(=O)Nc2ccc(Cl)cc2)c(N)c1-c1nc(-c2ccc(C)cc2)no1	1	-2	-7
CCc1ccc(NC(=O)CC(NCCC2=CCCCC2)C(=O)O)cc1 (stereo unspecified)	7	-7	·
CC(NC(=O)c1cccc2c1OCC2)c1nc(-c2cccnc2)no1 (stereo unspecified)	10	3	·
COc1ccc(CNC(CC(=O)N(C)C)c2ccccc2)cc1O (stereo unspecified)	2	0	·
C=C(C)C(O)(C(=C)C)c1ccc(CN(CCC)Cc2ccc(OC)c(OC)c2)o1	-3	-3	-4
O=C(CCC1CCN(C(=O)CC2=CCCCC2)CC1)NCC1CCCO1 (stereo unspecified)	7	-6&-5	·
Cc1ccccc1-n1c(SCc2ccccn2)nnc1N1CCOCC1	-11	-3	·
CCc1nccn1CCc1nc(CC2CCN(C)CC2)no1	26	-7	·
CC(C)CC(=O)N(CC(=O)Nc1cc(-c2ccccc2)nn1-c1ccc(Cl)c(Cl)c1)CC(C)C	-1	-3	-6
CN(Cc1ccc(F)cc1)c1ccc(-c2nc(C3CC3)no2)cn1	20	-10	·
COCCOC1CN(C(=O)C(NC(=O)c2ccccc2)c2ccccc2)C1 (stereo unspecified)	1	7	·
O=C1c2cccc(NC3CCCCC3)c2C(=O)c2cccc(NC3CCCCC3)c21	3	-5	-4
N#Cc1c(Cl)nsc1N1CCC(CCN2CCOCC2)CC1	9	-2	·
Cc1cc(C#N)ccc1OCc1ccc(C#N)cc1	0	-6	·
Cc1nc(SCC(O)CO)sc1C (stereo unspecified)	13	-3	·
Cc1cccc2[nH]c(C(=O)NC3CC3)cc12	2	-7	·
Cc1nc2ccc(S(=O)(=O)NCCn3nc(-c4ccc(F)cc4)ccc3=O)cc2s1	-3	-4	-8
O=C(NCCc1ncc[nH]1)C1CC(=O)N(C2CCCC2)C1 (stereo unspecified)	-9	1	-3
CCOC(=O)N1CCN(C2=CC(=O)OC23CCCCC3)CC1	0	1	-3
CCN(Cc1cccc(C(=O)Nc2cnn(C)c2)c1)Cc1nc(C)no1	9	-7	·
Cc1nc(N2CCCCCCC2)ncc1C(C)NC(=O)CCCn1cncn1 (stereo unspecified)	6	-10	·

Fetched by structure from above, 3 records:
SMILES	NPYLR7 ag	hcGAS lum	mcGAS lum
CC(C)CC(=O)N(CC(=O)Nc1cc(-c2ccccc2)nn1-c1ccc(Cl)c(Cl)c1)CC(C)C	-1	-3	-6
CC(C)(C)c1cc(C(c2cccs2)N2CCOCC2)cc(C(C)(C)C)c1O (stereo unspecified)	-1	-2	·
COc1cccc(-c2cccc(NC(=O)C3CCN(C4CCSCC4)CC3)c2)c1	21&12	-4&-10	·

The list continues:
SMILES	NPYLR7 ag	hcGAS lum	mcGAS lum
O=S(=O)(NCCc1csc2nc(-c3ccc(Cl)cc3)nn12)c1ccccc1	-1	-3	-5
CCCc1nc(C)cc(NCC2CN(S(C)(=O)=O)CCO2)n1 (stereo unspecified)	·	-2	-4
CCOC(=O)N1CCN(Cc2cn[nH]c2-c2ccc(C)c(C)c2)CC1	2	3	·
c1ccc2nc(-c3nccn3CCN3CCCCC3)ccc2c1	12	-1	·
Cc1ccsc1C(=O)N(CC(C)O)S(C)(=O)=O (stereo unspecified)	1	-4	·
COC(=O)c1ccc(NC(=O)CSc2nc(=O)n(CCN3CCOCC3)c3c2CCCC3)cc1	-2	-9	-7
C=C(C)Cn1c(=O)c2c(nc3n(-c4ccc(S(N)(=O)=O)cc4)c(C)cn23)n(C)c1=O	12	-4	-7
Cc1ccc2c(=O)cc(C(=O)N3CCc4c(nc(C)[nH]c4=O)C3)oc2c1	6	2	·
C[C@]12CCC(=O)C=C1CCC1C2C(=O)C[C@@]2(C)C1CC[C@]2(O)C(=O)CO (stereo partly specified)	-8	-8	-5
CC(C)Nc1ncc(CN2CCc3[nH]nc(-c4ccc5c(c4)OCO5)c3C2)cn1	2	-7	·
O=C(Nc1ccc2c(c1)OCO2)c1cnn2c(C(F)(F)F)cc(-c3ccc(F)cc3)nc12	-4	-2	-6
Cc1ccc(Cn2cc(SC(=N)N)c3ccccc32)cc1	-4	-4	-1
Cc1cccc(C)c1N1C(C(=O)Nc2ccc(C(=O)O)cc2)=C(O)c2ccccc2S1(=O)=O	2	1	-5
Cc1cnc(C)n1C1CCCN(C(=O)C2CCOCC2)C1 (stereo unspecified)	·	-14	-7
Cn1ccnc1CN1C[C@H]2C[C@H](C1)[C@@H]1CCCC(=O)N1C2	2	-8	·
O=C1c2ccccc2C(=O)N1CCc1ccncc1	-16	-4	·
CC(C)(C)c1nnc(NC(=O)NCC2CC(=O)N(C3CCCC3)C2)s1 (stereo unspecified)	-3	-7	-14
COC(=O)c1ccc2c(c1)CN(C(=O)CSc1ncccn1)CC2	4	-1	·
CC1CCN(c2cc(Cl)nc(SCc3ccc(C(=O)NCc4ccc5c(c4)OCO5)cc3)n2)CC1	3	0	-4
O=C(c1cccs1)N1CCCC(OCc2cccc(C(F)(F)F)c2)C1 (stereo unspecified)	-4	3	·
COC(c1ccc2c(c1)CN(C(=O)c1scc3c1OCCO3)CCO2)C1CCCCC1 (stereo unspecified)	-1	-10	-13
O=C(CCN(CCc1ccccc1)c1nc(-c2ccccc2Cl)nc2cc(Cl)ccc12)Nc1ccccc1	-6	-6	-2
Cc1ccc(-n2ncc3c(=O)n(NC(=O)/C=C/c4ccc([N+](=O)[O-])cc4)cnc32)cc1	3	-11	·
CCOC(=O)c1cccc(NS(=O)(=O)c2ccc(O)c([N+](=O)[O-])c2)c1	2	-8	·

Ordered by SMILES length (descending): some entries from above
SMILES	NPYLR7 ag	hcGAS lum	mcGAS lum
Cc1ccc(-n2ncc3c(=O)n(NC(=O)/C=C/c4ccc([N+](=O)[O-])cc4)cnc32)cc1	3	-11	·
C=C(C)Cn1c(=O)c2c(nc3n(-c4ccc(S(N)(=O)=O)cc4)c(C)cn23)n(C)c1=O	12	-4	-7
Cc1cccc(C)c1N1C(C(=O)Nc2ccc(C(=O)O)cc2)=C(O)c2ccccc2S1(=O)=O	2	1	-5
CC1CCN(c2cc(Cl)nc(SCc3ccc(C(=O)NCc4ccc5c(c4)OCO5)cc3)n2)CC1	3	0	-4
C[C@]12CCC(=O)C=C1CCC1C2C(=O)C[C@@]2(C)C1CC[C@]2(O)C(=O)CO (stereo partly specified)	-8	-8	-5
COC(=O)c1ccc(NC(=O)CSc2nc(=O)n(CCN3CCOCC3)c3c2CCCC3)cc1	-2	-9	-7
CCOC(=O)c1cccc(NS(=O)(=O)c2ccc(O)c([N+](=O)[O-])c2)c1	2	-8	·
CC(C)Nc1ncc(CN2CCc3[nH]nc(-c4ccc5c(c4)OCO5)c3C2)cn1	2	-7	·
COC(c1ccc2c(c1)CN(C(=O)c1scc3c1OCCO3)CCO2)C1CCCCC1 (stereo unspecified)	-1	-10	-13
O=S(=O)(NCCc1csc2nc(-c3ccc(Cl)cc3)nn12)c1ccccc1	-1	-3	-5
CC(C)(C)c1nnc(NC(=O)NCC2CC(=O)N(C3CCCC3)C2)s1 (stereo unspecified)	-3	-7	-14
CCOC(=O)N1CCN(Cc2cn[nH]c2-c2ccc(C)c(C)c2)CC1	2	3	·
CCN(Cc1cccc(C(=O)Nc2cnn(C)c2)c1)Cc1nc(C)no1	9	-7	·
O=C(c1cccs1)N1CCCC(OCc2cccc(C(F)(F)F)c2)C1 (stereo unspecified)	-4	3	·
Cc1nc(N2CCCCCCC2)ncc1C(C)NC(=O)CCCn1cncn1 (stereo unspecified)	6	-10	·
COC(=O)c1ccc2c(c1)CN(C(=O)CSc1ncccn1)CC2	4	-1	·
CCCc1nc(C)cc(NCC2CN(S(C)(=O)=O)CCO2)n1 (stereo unspecified)	·	-2	-4
c1ccc2nc(-c3nccn3CCN3CCCCC3)ccc2c1	12	-1	·
Cc1ccsc1C(=O)N(CC(C)O)S(C)(=O)=O (stereo unspecified)	1	-4	·
O=C1c2ccccc2C(=O)N1CCc1ccncc1	-16	-4	·

(cont.)
SMILES	NPYLR7 ag	hcGAS lum	mcGAS lum
CCN(CC)CCn1ncc(N2CCN(C)CC2)c(Cl)c1=O	12	-1	·
COc1ccc(NC2CCCN(c3ccc(C(C)=O)cn3)C2)cc1OC (stereo unspecified)	-2	-10	-12
COc1cc(-c2ccc(=O)n(Cc3ccccc3C)n2)cc(OC)c1OC	6	-8	·
CC(c1ccc(F)cc1)N(C)C(=O)c1ccc(S(=O)(=O)N2CCCCC2)cc1 (stereo unspecified)	2	-8	·
O=C(NC(c1ccccc1)c1ccccn1)C(=O)c1ccc(C2CCCCC2)cc1 (stereo unspecified)	-17	-1	1
CCCN1CCC(Cc2noc(C3CCOC(C)(C)C3)n2)CC1 (stereo unspecified)	28	-6	·
NC(=O)CC1CCN(Cc2cc(F)ccc2Br)CC1	6	-4	·
COc1cccc2cc(-c3csc(Nc4ccccc4I)n3)c(=O)oc12	-4	-5	-7
COCC1(C(=O)N2Cc3cnc(C(C)(C)C)nc3C2)CCC1	-4	-5	-11
O=c1c(Cl)c(Cl)cnn1-c1cc(Nc2ccccc2)ncn1	4	4	·
O=c1c2nnn(-c3ccc(Cl)cc3)c2ncn1Cc1cccc(C(F)(F)F)c1	-6	-4	-8
Cc1ccnc(SCc2cc(=O)c(OC(=O)c3ccco3)co2)n1	-13	2	-4
CCCC(=O)N1N=C(c2ccc3c(c2)OCO3)CC1c1ccc2nccnc2c1 (stereo unspecified)	2	-2	-7
C=CCCC(=O)N1[C@@H](c2ccccc2)[C@@H](C(=O)NC)C[C@]12CCCCNC2=O	7	-3	-4
CCCNC(=O)C(C)NC(=O)Cc1coc2ccc3ccccc3c12 (stereo unspecified)	-8	-2	·
COc1cccc(NC(=O)Cn2cc(-c3nnc(-c4ccccc4)o3)c3ccccc32)c1	6	-6	-11

From PubChem BioAssay
